Screening results from PubChem BioAssay.
RGS4 inh: Inhibitors of Regulator of G Protein Signaling (RGS) 4: qHTS; AID 504845, 2011; 390,000 tested, 0.039% active; Potency, µM (titrated, usually from 114 µM), inactives show at the top dose activity change, negative = inhibition, actives largely listed as inhibitors; Transcreener GDP fluorescence polarization, RGS4-accelerated GTP hydrolysis; note: potency is the fitted concentration of half-maximal effect; % is set by controls: 0 for no effect and ±100 for the full control effect; nearly all actives have a fitted effect of over 75% in size; some results filed as inactive show a strong effect at the top dose
Target sequence (P49798 whole entry, looked up): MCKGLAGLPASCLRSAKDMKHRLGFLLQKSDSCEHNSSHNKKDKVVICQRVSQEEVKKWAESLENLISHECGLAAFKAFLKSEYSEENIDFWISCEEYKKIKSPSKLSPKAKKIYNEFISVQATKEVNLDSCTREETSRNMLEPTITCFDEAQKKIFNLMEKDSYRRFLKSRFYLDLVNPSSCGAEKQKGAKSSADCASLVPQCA
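MLSMR compounds (23 nl, pin-transferred) preincubated 10 min at room temperature with a 500nM (2x) first reagent, then RGS4 at 900nM (2x) plus Transcreener GDP mix added; fluorescence polarization (620/688 nm) read before and after 90 min at 30 °C.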
Vif-A3G inh: qHTS for Inhibitors of Vif-A3G Interactions: qHTS; DNA dC->dU-editing enzyme APOBEC-3G (Homo sapiens), Q9HC16; HeLa A3G-eYFP + Vif (tagged APOBEC3G with the HIV-1 protein that degrades it), YFP fluorescence, overnight; Potency, µM (highest dose often 46.1 µM), inactives show at the top dose activity, negative = active, usual class: inhibitors; 410,000 tested, 0.076% active;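 note: potency is the fitted concentration of half-maximal effect; % is set by controls: 0 for no effect and ±100 for the full control effect; nearly all actives have a fitted effect of over 60% in size; hits raise eYFP signal because A3G escapes Vif-driven loss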
Target sequence (Q9HC16 whole entry, looked up): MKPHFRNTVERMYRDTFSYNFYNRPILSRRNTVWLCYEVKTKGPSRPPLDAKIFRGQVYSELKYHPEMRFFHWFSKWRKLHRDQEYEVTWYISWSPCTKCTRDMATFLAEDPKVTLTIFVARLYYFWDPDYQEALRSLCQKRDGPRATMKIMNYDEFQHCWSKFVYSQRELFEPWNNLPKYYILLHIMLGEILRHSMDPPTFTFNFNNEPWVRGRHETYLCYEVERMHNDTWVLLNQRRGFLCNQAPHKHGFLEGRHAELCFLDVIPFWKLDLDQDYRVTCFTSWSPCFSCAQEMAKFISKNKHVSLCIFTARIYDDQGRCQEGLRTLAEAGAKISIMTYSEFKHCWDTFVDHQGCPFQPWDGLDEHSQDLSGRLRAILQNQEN
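HeLa cells stably expressing Vif and C-terminally eYFP-tagged A3G, seeded overnight at 37 deg C, then exposed to compound by pintool overnight at 37 deg C. Rise in yellow fluorescence (Ex 488/Em 500-530, Acumen) marks blocked Vif-driven A3G degradation.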
IDH1 R132H inh: qHTS for Inhibitors of mutant isocitrate dehydrogenase 1 (IDH1): qHTS; Isocitrate dehydrogenase [NADP] cytoplasmic (Homo sapiens), O75874; IDH1-R132H enzyme, NADPH consumption, diaphorase/resazurin fluorescence; Potency, µM (top dose mostly 76.6 µM), inactives show at the highest dose activity change, negative = inhibition, hits mostly inhibitors; 390,000 tested, 0.093% active; AID 602179, 2012; note: potency is the fitted concentration of half-maximal effect; % is set by controls: 0 for no effect and ±100 for the full control effect; nearly all actives have a fitted effect of over 65% in size
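IDH1-R132H (0.5 ug/mL dispensed) in pH 7.5 Tris buffer was preincubated 30 min with compound, then given a substrate mix of 0.016 mM NADPH and 2 mM alpha-KG for 80 min at room temperature; remaining NADPH was read by diaphorase/resazurin fluorescence.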
USP1-UAF1 inh: Inhibitors of USP1/UAF1: Primary Screen; Ubiquitin carboxyl-terminal hydrolase 1 (Homo sapiens), O94782; recombinant USP1/UAF1, Ub-Rhodamine cleavage fluorescence; Potency, µM (titrated, usually from 57.1 µM), without a hit: top-dose activity change, negative = inhibition, actives largely listed as inhibitors; 390,000 tested, 0.23% active; AID 743255, 2014; note: potency is the fitted concentration of half-maximal effect; % is set by controls: 0 for no effect and ±100 for the full control effect; nearly all actives have a fitted effect of over 60% in size; inactives centre near -12
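Step one: compound is pinned into 1nM USP1/UAF1 in HEPES pH 7.8 buffer with TCEP. Step two: 15 min room-temperature incubation. Step three: Ub-Rho (150nM final) starts cleavage, tracked by fluorescence over six one-minute reads.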
rTrxR1 inhibitor: qHTS Assay for Inhibitors of Mammalian Selenoprotein Thioredoxin Reductase 1 (TrxR1): qHTS; 390,000 tested, 1% active; Potency, µM (top dose mostly 114 µM), without a hit: top-dose activity change, negative = inhibition, usual class: inhibitors; recombinant rTrxR1, NADPH fluorescence consumption, selenite substrate; Thioredoxin reductase 1, cytoplasmic (Rattus norvegicus), O89049; AID 588453, 2011; note: potency is the fitted concentration of half-maximal effect; % is set by controls: 0 for no effect and ±100 for the full control effect; nearly all actives have a fitted effect of over 65% in size
Target sequence (O89049 whole entry, looked up): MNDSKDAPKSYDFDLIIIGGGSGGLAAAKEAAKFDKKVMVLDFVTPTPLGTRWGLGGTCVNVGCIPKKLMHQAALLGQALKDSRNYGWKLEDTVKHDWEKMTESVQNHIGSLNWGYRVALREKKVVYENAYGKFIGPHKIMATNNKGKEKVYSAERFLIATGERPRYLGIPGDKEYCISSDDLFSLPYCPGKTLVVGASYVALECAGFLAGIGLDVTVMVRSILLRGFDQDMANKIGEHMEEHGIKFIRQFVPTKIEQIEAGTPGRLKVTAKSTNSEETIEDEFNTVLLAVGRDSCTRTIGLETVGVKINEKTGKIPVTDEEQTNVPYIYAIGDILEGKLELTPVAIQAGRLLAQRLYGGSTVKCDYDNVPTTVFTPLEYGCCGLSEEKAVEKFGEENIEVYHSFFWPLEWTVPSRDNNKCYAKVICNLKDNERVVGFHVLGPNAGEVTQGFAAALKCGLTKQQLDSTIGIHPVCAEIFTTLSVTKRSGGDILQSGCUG
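Rat TrxR1 (90 nM in the dispensed reagent) was pre-reduced with 400 uM NADPH for 5 min at room temperature, then incubated with compound for 15 min. After 400 uM selenite was added, NADPH fluorescence (Ex 340/Em 450 nm) was followed for 8 min.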
LDHA block: qHTS assay for inhibitors of human lactate dehydrogenase; L-lactate dehydrogenase A chain (Homo sapiens), P00338; purified LDHA, NADH/diaphorase-resazurin fluorescence; hits give low values; activity change, % (values are at about 110 or 230 µM); 480,000 tested, 0.15% active; AID 1347041, 2019; in the data active = activity change below about -30%; inconclusive = mostly about -25% to -30%;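 note: plate controls were DMSO wells for no effect and wells without enzyme for full effect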
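Remaining NADH was detected by diaphorase (0.133 mg/mL) converting 37 µM resazurin to fluorescent resorufin, read at 0 and 20 minutes. The preceding 5-minute room-temperature reaction used 2 nM LDHA, 0.2 mM sodium pyruvate and 0.06 mM NADH at pH 7.4.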
Glioma ERSR ind: qHTS for Inducers of the Endoplasmic Reticulum Stress Response (ERSR) in Human Glioma: qHTS; U87-MG GRP78 promoter luciferase reporter, 16 h; Potency, µM, for the others: top-dose activation, hits mostly activators; 420,000 tested, 0.02% active; AID 602332, 2012; note: potency is the fitted concentration of half-maximal effect; series mostly up to about 76 µM; % of control where 0% means no effect; nearly all actives have a fitted effect of over 35% in size
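ERSR induction read as luciferase luminescence (Bright-Glo, 10 min at room temperature) in stably transfected human U87-MG glioma cells exposed to compounds for 16 h, using GRP78 as sensor.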
TrxR1 substrate: qHTS Assay for Substrates of Mammalian Selenoprotein Thioredoxin Reductase 1 (TrxR1): qHTS | Potency, µM (doses to about 114 µM), for inactives: at the highest dose activity change, negative = substrate turnover | 390,000 tested, 0.01% active | purified TrxR1 substrate turnover, NADPH consumption readout | Thioredoxin reductase 1, cytoplasmic (Rattus norvegicus), O89049 | AID 588456, 2011; note: potency is the fitted concentration of half-maximal effect; % is set by controls: 0 for no effect and ±100 for the full control effect; nearly all actives have a fitted effect of over 50% in size
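Rat TrxR1, dispensed at 90 nM, was prereduced with 400 uM NADPH (final) for 5 min at ~22 deg C, then incubated with compound 15 min before 400 uM selenite. A first-read NADPH fluorescence drop versus no-compound background flagged substrates.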
Vif-A3F inh: qHTS for Inhibitors of Vif-A3F Interactions: qHTS | 390,000 tested, 0.2% active | Potency, µM (doses to about 46.1 µM), inactives show at the top dose activity, negative = active | HeLa A3F-eYFP + Vif (tagged APOBEC3F with the HIV-1 protein that degrades it), YFP fluorescence increase; note: potency is the fitted concentration of half-maximal effect; % of control where 0% means no effect; nearly all actives have a fitted effect of over 65% in size
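HeLa cells stably expressing Vif plus C-terminally eYFP-tagged A3F were seeded, incubated overnight at 37 deg C, dosed with compound, incubated overnight again at 37 deg C. Yellow fluorescence (Ex 488/Em 500-530) reported blocked Vif-mediated A3F-eYFP degradation.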
* = called active by the depositor; & = joins results of further samples; [ ] = another dose, or the depositor's remark. Unless noted, calls come from the whole dose curve; as a rule, active = well fitted curve in the direction sought with a large enough effect; inconclusive = small, poorly fitted or top-dose-only effect, or another doubt; inactive = no such curve, though single readings can be large; an effect the other way counts as inactive or inconclusive.

`O=C(/C=C/c1ccco1)Nc1ccc2nc3n(c(=O)c2c1)CCCC3` gave RGS4 inh -46%, Vif-A3G inh -5%, IDH1 R132H inh -3%, USP1-UAF1 inh -10%, rTrxR1 inhibitor -30%, LDHA block -1, Glioma ERSR ind 4%, TrxR1 substrate -2% and Vif-A3F inh -18%.
`Cc1nc2ccc(NC(=O)c3ccc(S(=O)(=O)N(C)C)cc3)cc2s1` gave RGS4 inh 18%, Vif-A3G inh 1%, IDH1 R132H inh 0%, USP1-UAF1 inh -8%, rTrxR1 inhibitor 2%, LDHA block -4, Glioma ERSR ind -1%, TrxR1 substrate -5% and Vif-A3F inh 5%.
For O=C(COc1cc2oc(=O)c3c(c2cc1Cl)CCC3)Nc1ccccn1 the results were RGS4 inh 18%[56.9 µM], Vif-A3G inh -11%, IDH1 R132H inh -21%, USP1-UAF1 inh -12%, rTrxR1 inhibitor 18%, LDHA block 3, Glioma ERSR ind -3%, TrxR1 substrate 5% and Vif-A3F inh -8%.
`CCCC1=C(C(=O)OCC)C(c2c(C)nn(-c3ccccc3)c2Cl)C(C#N)=C(N)O1` (stereo not drawn) gave RGS4 inh 8%, Vif-A3G inh -9%, IDH1 R132H inh 3%, USP1-UAF1 inh -17%, rTrxR1 inhibitor inconclusive, LDHA block 1, Glioma ERSR ind -5%, TrxR1 substrate -11% and Vif-A3F inh -10%.
COc1c(Cl)cc(Cl)cc1C(=O)Nc1ccc(C(=O)O)cc1 was read as RGS4 inh 2%, Vif-A3G inh 0%, IDH1 R132H inh 1%, USP1-UAF1 inh -9%, rTrxR1 inhibitor -12%, LDHA block -7, Glioma ERSR ind -4%, TrxR1 substrate -12% and Vif-A3F inh -17%.
`CC1(c2ccc([N+](=O)[O-])c(CS(=O)(=O)c3ccccc3)c2)OCCO1` gave RGS4 inh 9%, Vif-A3G inh 2%, IDH1 R132H inh 3%, USP1-UAF1 inh -14%, rTrxR1 inhibitor 23%[57.1 µM], LDHA block -5, Glioma ERSR ind -1%, TrxR1 substrate 11%[57.1 µM] and Vif-A3F inh -2%.
Screening CCOC(=O)c1ccc(N2C(=O)C3C(C2=O)C(C(=O)c2ccc(Cl)cc2)N2CCCC32)cc1 (stereo not drawn) returned RGS4 inh -36%, Vif-A3G inh -11%, IDH1 R132H inh 5%, USP1-UAF1 inh -22%, rTrxR1 inhibitor 3.5µM*, LDHA block -11, Glioma ERSR ind -9%, TrxR1 substrate -1% and Vif-A3F inh inconclusive.
Cc1ccc(-n2nc3c(=O)n(CC(=O)NCc4ccc(C)o4)nc(C)c3c2C)cc1 was read as RGS4 inh -2%, Vif-A3G inh 0%, IDH1 R132H inh 15%, USP1-UAF1 inh -17%, rTrxR1 inhibitor -8%, LDHA block -6, Glioma ERSR ind -3%, TrxR1 substrate 4% and Vif-A3F inh -12%.
`Cc1ccc(Sc2c(C)nn(C(=O)c3ccc(Br)cc3)c2C)cc1` gave RGS4 inh 12%, Vif-A3G inh 1%, IDH1 R132H inh 8%, USP1-UAF1 inh 2%, rTrxR1 inhibitor 18%, LDHA block -11, Glioma ERSR ind -1%, TrxR1 substrate 7% and Vif-A3F inh 3%.
Screening Cn1cccc1C(=O)C(=O)Nc1ccc(F)c(F)c1 returned RGS4 inh 8%, Vif-A3G inh -6%, IDH1 R132H inh 0%, USP1-UAF1 inh -23%, rTrxR1 inhibitor 5%, LDHA block -8, Glioma ERSR ind 6%, TrxR1 substrate 1% and Vif-A3F inh -1%.
For CCOC(=O)N1CCN(C(=O)c2nc3ccccc3s2)CC1 the results were RGS4 inh -9%, Vif-A3G inh -1%, IDH1 R132H inh 1%, USP1-UAF1 inh 10%, rTrxR1 inhibitor 8%, LDHA block -6, Glioma ERSR ind 3%, TrxR1 substrate 3% and Vif-A3F inh 0%.
O=C(CSc1nnc(C2CC2)n1C1CC1)c1ccc(F)c(F)c1 was read as RGS4 inh 17%, Vif-A3G inh 2%, IDH1 R132H inh 8%, USP1-UAF1 inh -6%, rTrxR1 inhibitor 15%, LDHA block -6, Glioma ERSR ind 2%, TrxR1 substrate -2% and Vif-A3F inh 4%.
CC(C)N(Cc1ccccc1)S(=O)(=O)c1ccc(N2CCCCS2(=O)=O)cc1 was read as RGS4 inh 20%, Vif-A3G inh -7%, IDH1 R132H inh -4%, USP1-UAF1 inh -26%, rTrxR1 inhibitor 1%[57.1 µM], LDHA block -2, Glioma ERSR ind 0%, TrxR1 substrate -1%[57.1 µM] and Vif-A3F inh 1%.
For CCC(C)(C(=O)NC1CCCC1)N(C(=O)c1cnccn1)c1c(C)n(C)n(-c2ccccc2)c1=O (stereo not drawn) the results were RGS4 inh -34%, Vif-A3G inh 1%, IDH1 R132H inh 1%, USP1-UAF1 inh -15%, rTrxR1 inhibitor 5%[57.1 µM], LDHA block -9, Glioma ERSR ind -2%, TrxR1 substrate 7%[57.1 µM] and Vif-A3F inh -6%.
`COC(=O)[C@H]1C[C@@]2(O)CN(S(=O)(=O)c3ccc(C)cc3)C[C@@]2(OC(=O)NCc2ccc(OC)c(OC)c2)C[C@H]1C(=O)OC` gave Vif-A3G inh 2%, IDH1 R132H inh 8%, USP1-UAF1 inh -23%, LDHA block -9, Glioma ERSR ind -2% and Vif-A3F inh -8%.
`Cc1cc(C)n(Cc2ccccc2)c(=O)c1S(=O)(=O)c1ccccc1` gave RGS4 inh -20%, Vif-A3G inh -5%, IDH1 R132H inh 9%, USP1-UAF1 inh -17%, rTrxR1 inhibitor -7%, LDHA block -5, Glioma ERSR ind -1%, TrxR1 substrate 11%[57.1 µM] and Vif-A3F inh -10%.
For COc1ccc(OC)c(NC(=O)CN2CCc3ccccc3C2)c1 the results were RGS4 inh -8%, Vif-A3G inh -3%, IDH1 R132H inh 7%, USP1-UAF1 inh -9%, rTrxR1 inhibitor 10%, LDHA block -2, Glioma ERSR ind -5%, TrxR1 substrate 0% and Vif-A3F inh 13%.
CSc1ccc(CN(C)C(C)C(=O)Nc2ccc(F)c(F)c2F)cc1 (stereo not drawn) was read as RGS4 inh 26%, Vif-A3G inh -3%, IDH1 R132H inh -7%, USP1-UAF1 inh -10%, rTrxR1 inhibitor -11%, LDHA block -9, Glioma ERSR ind -3%, TrxR1 substrate -12% and Vif-A3F inh 3%.
For COc1cccc(CSC(C(=O)O)c2ccccc2)c1 (stereo not drawn) the results were Vif-A3G inh 1%, IDH1 R132H inh 8%, USP1-UAF1 inh -26%, LDHA block -9, Glioma ERSR ind -1% and Vif-A3F inh 6%.
Screening O=C1NC(c2ccccc2)=C(c2ccc3ccccc3n2)C(c2ccccc2)N1 (stereo not drawn) returned RGS4 inh -6%, Vif-A3G inh 0%, IDH1 R132H inh -2%, USP1-UAF1 inh -27%, rTrxR1 inhibitor -4%, LDHA block -3, Glioma ERSR ind -3%, TrxR1 substrate -5% and Vif-A3F inh -7%.
For O=C(N/N=C/c1ccccc1[N+](=O)[O-])c1cnccn1 the results were RGS4 inh -1%, Vif-A3G inh 0%, IDH1 R132H inh 7%, USP1-UAF1 inh -1%, rTrxR1 inhibitor -15%[57.1 µM], LDHA block 2, Glioma ERSR ind -1%, TrxR1 substrate -5%[57.1 µM] and Vif-A3F inh 2%.
For CCN(CC)S(=O)(=O)c1ccc2[nH]c(=O)cc(C(=O)Nc3cccc(C(C)=O)c3)c2c1 the results were RGS4 inh -2%, Vif-A3G inh -6%, IDH1 R132H inh 10%, USP1-UAF1 inh -13%, rTrxR1 inhibitor -8%, LDHA block 0, Glioma ERSR ind 0%, TrxR1 substrate -6% and Vif-A3F inh 0%.
Screening COc1ccc(C(=O)Nc2nnc(S(=O)(=O)N3CCOCC3)s2)cc1 returned RGS4 inh 6%&32%, Vif-A3G inh -1%&0%, IDH1 R132H inh 34%&38%[activator], USP1-UAF1 inh -27%&-15%, rTrxR1 inhibitor -31%&19%, LDHA block -8&-6, Glioma ERSR ind 0%&-3%, TrxR1 substrate -23% and Vif-A3F inh -12%&1%.
`Cc1ccc(NC(=S)c2ccccc2)cc1` gave RGS4 inh -2%, Vif-A3G inh -8%, IDH1 R132H inh 1%, USP1-UAF1 inh -22%, rTrxR1 inhibitor 5%[57.1 µM], LDHA block -12, Glioma ERSR ind 5%, TrxR1 substrate 9%[57.1 µM] and Vif-A3F inh 12%.

The list is partial; rates above refer to the full screens.
